Nrf2 activator: qHTS of Nrf2 Activators. AREc32 ARE-luciferase reporter (MCF7-derived line), luminescence, 24 h. Potency, µM (highest dose often 46.1 µM), without a hit: at the highest dose activation, actives largely listed as activators. 410,000 tested, 0.31% active; note: potency is the fitted concentration of half-maximal effect; % of control where 0% means no effect; nearly all actives have a fitted effect of over 65% in size
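Quantitative high-throughput format: AREc32 reporter cells, 1000 per well, received compound by pin transfer and were incubated 24 hr at 37 deg C, 5% CO2, before Steady-Glo luminescence detection.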
CCT modulator: High-Throughput Screening for Modulators of Cytosolic Chaperonin Activity; activity change, % (test concentration not listed), hits read low; 360,000 tested, 0.3% active; purified chaperonin ATPase assay, HTRF ADP detection, 30 min; AID 651819, 2012; in the data active = activity change below about -30%; note: % is set by controls: 0 for no effect and ±100 for the full control effect
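Enzyme 40 or 20 nM (batch-dependent) in Tris pH 7.4/KCl/MgCl2/DTT; cpd 76 uM single point; ATP 10 uM; 30 min 37 °C; Transcreener ADP HTRF detection, 30 min RT; ratio 665/615.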
HepG2 tox: qHTS for Inhibitors of TGF-b: Cytotox Counterscreen | HepG2 CAGA-GFP viability, ATP luminescence, 18 h | Potency, µM (top dose mostly 46.1 µM), without a hit: at the top dose activity change, negative = cytotoxicity, actives largely listed as cytotoxic | AID 588856, 2011 | 410,000 tested, 0.76% active; note: potency is the fitted concentration of half-maximal effect; some results filed as inactive show a strong effect at the top dose
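CellTiter-Glo luminescence gave cytotoxicity after 18 hours at 37 degrees C. The cells were HepG2 CAGA-GFP in 1% FBS DMEM, stimulated with 500 pg/mL TGF-beta after compound addition. %Activity was normalised to no-cell wells (complete cell-killing) and DMSO (no toxicity), and curves were fitted and classified.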
TGFb SMAD3 inh: qHTS for Inhibitors of TGF-b. HepG2 CAGA-GFP TGF-b/SMAD3 reporter, GFP fluorescence, 18 h; TGF-beta stimulated, 500 pg/mL final. Potency, µM (titrated, usually from 46.1 µM), without a hit: at the top dose activity, negative = inhibition, hits mostly inhibitors. 410,000 tested, 1.2% active; note: potency is the fitted concentration of half-maximal effect; % is set by controls: 0 for no effect and ±100 for the full control effect; nearly all actives have a fitted effect of over 65% in size
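TGF-beta reporter screen: HEPG2 CAGA-GFP, 1% FBS, 500 pg/mL TGF-beta final, 18 h; per-cell GFP summed per well; curves fitted and categorized by class.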
A549 viability: Nrf2 qHTS screen for inhibitors: counterscreen for cytotoxicity; A549 ARE-Fluc cells, CellTiter-Fluor viability, 18-24 h; Potency, µM (doses to about 46 µM), inactives show at the highest dose activity change, negative = cytotoxicity, hits mostly inhibitors; 390,000 tested, 0.16% active; AID 504648, 2011; note: potency is the fitted concentration of half-maximal effect; % is set by controls: 0 for no effect and ±100 for the full control effect
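A549 ARE_Fluc cells in 5% FBS OPTI-MEM were exposed to compounds in concentration-response for 18-24 h at 37 deg C. Viability was read by CellTiter-Fluor fluorescence (Ex 405/Em 525) after 30 min, before the luciferase read.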
Abeta rescue: qHTS for compounds that reverse cellular toxicity of Amyloid beta (A-beta) peptide in yeast: Primary Screen | 410,000 tested, 0.063% active | Potency, µM (highest dose often 46.1 µM), without a hit: top-dose growth rescue, usual class: activators | yeast expressing A-beta42, growth rescue, OD600, 48 h; response scale: 0% DMSO, 100% iron-clioquinol control; note: potency is the fitted concentration of half-maximal effect; nearly all actives have a fitted effect of over 55% in size
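Yeast A-beta toxicity model in growth medium with pinned compounds, 48 h at 30 C; growth read as absorbance at 600 nm. Normalized to FeCl3/clioquinol equimolar mix (positive) and DMSO (negative).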
MmCpn inh: Inhibitors of TCP-1 ring complex (TRiC) of Methanococcus maripaludis (MmCpn): qHTS; purified Mm-Cpn ATPase, ADP Transcreener TR-FRET; Potency, µM (series often up to 76.9 µM), for inactives: at the top dose activity, negative = inhibition, most hits filed as inhibitors; 330,000 tested, 0.031% active; note: potency is the fitted concentration of half-maximal effect; % is set by controls: 0 for no effect and ±100 for the full control effect; nearly all actives have a fitted effect of over 80% in size
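Inhibition of chaperonin ATP hydrolysis is measured as reduced ADP production, detected by competitive TR-FRET in which signal falls with ADP. Final enzyme 25 nM and ATP 10 uM, reacted 30 min at 37°C.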
pAkt inh: HTS Assay for Inhibitors of Akt Phophorylation: Primary Screen; 360,000 tested, 0.32% active; activity change, % for hits at 50 µM; Neuro2A IGF-stimulated pAkt S473 HTRF, 20 min; stronger effect = lower value; AID 651550, 2012; in the data active = activity change below about -80%; inconclusive = mostly about -51% to -80%; note: % is set by controls: 0 for no effect and ±100 for the full control effect
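Neuro2A cells in DMEM with 0.5% FBS, overnight at 37 deg C, given compound at single 50 µM final, then IGF (6 nM final) for 20 min at 37 deg C. Lysed; phospho-Akt Ser473 by HTRF after 24 h, 665/615 ratio.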
Nrf2 inh: Nrf2 qHTS screen for inhibitors; Potency, µM (doses to about 46 µM), without a hit: at the top dose activity change, negative = inhibition, actives largely listed as inhibitors; AID 504444, 2011; A549 ARE-Fluc reporter, luciferase luminescence, 18-24 h; 360,000 tested, 2.1% active; note: potency is the fitted concentration of half-maximal effect; % is set by controls: 0 for no effect and ±100 for the full control effect; nearly all actives have a fitted effect of over 60% in size
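Cells were seeded and rested 2 h, then exposed to compounds for 18-24 h. CellTiter-Fluor was read first as a viability measure. BugLite was added 15 min before the final luminescent read of ARE-luciferase activity in A549 cells.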
Active calls of the source: *; i = inactive; ? = inconclusive; . = not tested or not shown; & = joins results of further samples; [ ] = remark or other dose. Unless noted, calls come from the whole dose curve; as a rule, active = well fitted curve in the direction sought with a large enough effect; inconclusive = small, poorly fitted or top-dose-only effect, or another doubt; inactive = no such curve, though single readings can be large; an effect the other way counts as inactive or inconclusive.

SMILES | Nrf2 activator | CCT modulator | HepG2 tox | TGFb SMAD3 inh | A549 viability | Abeta rescue | MmCpn inh | pAkt inh | Nrf2 inh
CC1Oc2ccccc2N(CC(=O)NC2CCCCC2)C1=O (centres undefined) | -0.4% | -0.4 | 1% | 10% | 1% | 10% | -3% | i | -6%
CN1C[C@@H]2[C@@H]3C(=O)N(C)C(=O)[C@@H]3[C@](C)(C1=O)N2C(=O)c1ccccc1 | -1.5% | 0.4 | 2% | 6% | -8% | 8% | . | i | 4%
CCCCn1c(N)c(N(CCC(C)C)C(=O)c2ccc(COc3ccccc3)o2)c(=O)[nH]c1=O | -0.1% | 1.7 | 25% | 8% | -5% | 4% | -4% | i | -13%
Cc1ccc2cc(CN(Cc3ccco3)C(=O)C3CCCCC3)c(=O)[nH]c2c1C | -0.5% | 1.1 | -1% | -4% | -8% | -2% | 0% | i | 1%
CCc1ccc(O)c(CNCCNCc2cc(CC)ccc2O)c1 | 2.2% | -1.1 | 16µM* | ? | -12% | -10% | 0% | i | -14%
Cc1c(CCO)sc[n+]1CC(=O)OCCC12CC3CC(CC(C3)C1)C2 | 2.6% | 1.5 | 18% | 5% | 0% | -1% | -1% | i | 14%
CC(C)Nc1nc(NCc2ccccc2)c2sccc2n1 | 0.8% | -1.3 | -21% | ? | . | -8% | . | . | .
Cc1ccc2nc(-c3ccc(SCC(=O)Nc4nc(C)cs4)nc3)[nH]c2c1 | 6.6% | -4.4 | 1% | 0% | -11% | -2% | 2% | i | ?
O=c1c(-c2nnc(SCc3ccc(Cl)c(Cl)c3)o2)cccn1Cc1ccccc1 | 7.0% | -3.9 | -12% | -9% | -9% | -6% | 0% | i | ?
COC(=O)C1CCN(C2CN(C3CCCCC3)S(=O)(=O)C2)CC1 (centres undefined) | -0.9% | -6.1 | -7% | 2% | . | -15% | . | i | .
COC(=O)Oc1ccc(/C=N/NC(=O)CN(c2ccccc2Cl)S(C)(=O)=O)cc1OC | 9.9% | -0.7 | -58% | -1% | 16% | -14%[9.22 µM] | 0% | i | .
Cn1c2ccsc2c2ncn(Cc3ccc(F)cc3)c(=O)c21 | 5.3% | . | -12% | 1% | ? | -4% | -3%&-5% | . | 5%

Ordered by count of non-hydrogen atoms (smallest number first): four of the compounds above.
SMILES | Nrf2 activator | CCT modulator | HepG2 tox | TGFb SMAD3 inh | A549 viability | Abeta rescue | MmCpn inh | pAkt inh | Nrf2 inh
CC1Oc2ccccc2N(CC(=O)NC2CCCCC2)C1=O (centres undefined) | -0.4% | -0.4 | 1% | 10% | 1% | 10% | -3% | i | -6%
O=c1c(-c2nnc(SCc3ccc(Cl)c(Cl)c3)o2)cccn1Cc1ccccc1 | 7.0% | -3.9 | -12% | -9% | -9% | -6% | 0% | i | ?
COC(=O)Oc1ccc(/C=N/NC(=O)CN(c2ccccc2Cl)S(C)(=O)=O)cc1OC | 9.9% | -0.7 | -58% | -1% | 16% | -14%[9.22 µM] | 0% | i | .
CCCCn1c(N)c(N(CCC(C)C)C(=O)c2ccc(COc3ccccc3)o2)c(=O)[nH]c1=O | -0.1% | 1.7 | 25% | 8% | -5% | 4% | -4% | i | -13%

(listing goes on)
SMILES | Nrf2 activator | CCT modulator | HepG2 tox | TGFb SMAD3 inh | A549 viability | Abeta rescue | MmCpn inh | pAkt inh | Nrf2 inh
CCOC(=O)Cc1cc(=O)n2[nH]c(-c3ccccc3)c(-c3ccccc3)c2n1 | 0.1% | -0.9 | -5% | -1% | -11% | -4% | 2% | i | ?
OC(CN1CCN(c2cccc(C(F)(F)F)c2)CC1)c1c[nH]c2ccccc12 (centres undefined) | 12% | -1.3 | -99% | ? | -14% | -7% | -5% | i | -28%
CCN1C(=O)CC(N2CCC(Nc3ccc(F)cc3)CC2)C1=O (centres undefined) | -1.4% | 2.1 | 18% | 16% | -1% | 4%[9.22 µM] | -1% | i | .
COc1ccccc1-n1c(CNc2c(C)cccc2C)nnc1SCC(=O)N1CCOCC1 | -0.2% | 1.3 | 8% | 0% | 4% | 0% | 0% | i | 15%
COc1ccccc1-c1cc(C(F)(F)F)nc(N2CCCC2)n1 | 0.2% | -1.1 | -14% | -21% | 7% | 15% | -10% | i | -36%
O=C(O)CCCC(=O)Nc1ccc(Oc2cccc(C(F)(F)F)c2)nc1 | 0.2% | -3.0 | -9% | -17% | -2% | 4% | 1% | i | -9%
CCNc1nc(C)cc(COC)c1C#N | -0.7% | -0.4 | -2% | -3% | 2% | -12% | 0% | i | 1%
COc1cc(-c2nc(C)c(C(C)=O)n2O)ccc1OCC(=O)Nc1ccc(Cl)cc1 | -0.7% | 1.4 | -2% | -13% | 14% | -25% | 0% | i | 2%
O=C(COc1ccc(F)cc1)N(Cc1ccco1)C1CCS(=O)(=O)C1 (centres undefined) | -0.2% | 0.2 | 6% | 3% | 11% | 0% | 0% | i | -13%
O=C(CC1C(=O)NCCN1Cc1c(F)cccc1Cl)NC1CCCCCC1 (centres undefined) | -0.3% | -4.2 | 2% | -4% | 7% | 0% | 0% | i | ?
O=C(CCNC(=O)c1ccc([N+](=O)[O-])cc1)NCCC1=CCCCC1 | 0.5% | 0.3 | 8% | 18% | 2% | -2% | ? | i | -10%
CC1(C)OC(=O)N(CC(=O)Nc2ccccc2)C1(C)O (centres undefined) | -0.2% | -0.5 | 1% | 0% | 0% | 7% | -2% | i | 2%
CN1CCN(CC(=O)Nc2cccc(S(=O)(=O)N(C)c3ccccc3)c2)CC1 | -0.8% | -2.6 | -23% | -6% | 0% | 3% | 0% | i | -6%
Nc1c(-c2ccc(F)cc2)cnn1C1CCS(=O)(=O)C1 (centres undefined) | 2.1% | -26 | 3% | 7% | 4% | 13% | . | . | 11%
CCC1(C)Cc2c(sc3c2c(=O)n(C)c2nnc(SCc4ccc5c(c4)OCO5)n32)CO1 (centres undefined) | 0.4% | -4.0 | -17% | 27% | 10% | -4% | ? | i | 2%
COc1cccc(Cn2nnc3c(=O)[nH]c(C4CCN(C(=O)c5ccccc5Cl)CC4)nc32)c1 | 0.6% | . | -22% | ? | 0% | -17% | . | . | -11%
COc1ccc(OC)c(-n2c(=O)[nH]c3cc(C(=O)NCCc4ccc(OC)c(OC)c4)ccc3c2=O)c1 | -1.1% | . | 0% | -3% | 2% | -1% | . | . | 6%[9.27 µM]
CCOc1ccc(C(=O)NCC(=O)N2CCC3CCCCC3C2)cc1OCC (centres undefined) | -0.8% | 0.5 | -3% | 9% | 2% | -3% | -2% | i | -13%
COc1ccc(N2C(=O)CSC23C(=O)N(CC(=O)Nc2ccccc2F)c2ccccc23)cc1 (centres undefined) | -0.1% | . | -12% | -6% | 3% | -5% | . | . | ?
CC(NC(=O)Cn1cc(C(F)(F)F)cc(Cl)c1=O)c1ccccc1 (centres undefined) | 0.3% | -3.0 | -2% | 4% | -12% | -13% | -3% | i | -15%
CCC(=O)N1CCN(c2ccccc2NC(=S)NC(=O)c2cccc([N+](=O)[O-])c2)CC1 | 4.2% | -0.4 | -12% | -8% | -2% | -23% | 0% | i | ?
O=C(COC(=O)[C@@H]1CCCN1C(=O)c1cccs1)Nc1cccc(Cl)c1 | 15% | -0.1 | 4% | -9% | 2% | -7% | -1% | i | 5%
Cc1ccc(C(=O)N/C(=C\c2ccco2)C(=O)NCC2CCCO2)cc1C (centres undefined) | -0.4% | -0.9 | -3% | ? | 0% | 2% | 1% | i | 22%
CC(C)NC(=O)COc1ccc2c(c1)C(=O)CC(C)(C)O2 | 0.2% | 0.4 | 3% | 1% | -2% | . | 1% | i | -9%

Three entries already listed, ordered by their value in CCT modulator, smallest number first:
SMILES | CCT modulator
CC(NC(=O)Cn1cc(C(F)(F)F)cc(Cl)c1=O)c1ccccc1 (centres undefined) | -3.0
CCC(=O)N1CCN(c2ccccc2NC(=S)NC(=O)c2cccc([N+](=O)[O-])c2)CC1 | -0.4
CC(C)NC(=O)COc1ccc2c(c1)C(=O)CC(C)(C)O2 | 0.4

(next part)
SMILES | Nrf2 activator | CCT modulator | HepG2 tox | TGFb SMAD3 inh | A549 viability | Abeta rescue | MmCpn inh | pAkt inh | Nrf2 inh
COc1ccc(NC(=O)C2CCCN(S(=O)(=O)c3cccnc3)C2)c(OC)c1 (centres undefined) | -0.7% | -2.1 | -18% | -20% | -2% | 6% | -8% | i | ?
CCC(c1nnnn1C(C)(C)CC)N(CCCN1CCOCC1)Cc1cc2cccc(C)c2[nH]c1=O (centres undefined) | 9.6% | -0.4 | -25% | ? | 14% | -6% | 0% | i | 16%
O=C(O)c1cc(-c2ccco2)[nH]n1 | 0.3% | -3.2 | 0% | -7% | -1% | -13% | 0% | i | 1%
CS(=O)(=O)N(CC(=O)N1CCN(c2ccccc2)CC1)Cc1ccc(Cl)cc1 | -0.3% | -4.0 | -11% | 1% | -4% | -6% | 1% | i | ?

An unsorted share of the library. About 4.3% of those tested had a hit in this group.
